TRHR PAM: qHTS for Small Molecule Agonists and Allosteric Enhancers of Human TRH Receptor: Primary Screen for Enhancers; actives 0.66% (n = 360,000); TRHR cells, fluo-8 calcium fluorescence, EC20 TRH enhancement; enhancement, % at 2 µM; Thyrotropin-releasing hormone receptor (Homo sapiens), P34981; in the data active = enhancement above about 30%; also: 0% is about no effect
Target sequence (P34981 whole entry, looked up): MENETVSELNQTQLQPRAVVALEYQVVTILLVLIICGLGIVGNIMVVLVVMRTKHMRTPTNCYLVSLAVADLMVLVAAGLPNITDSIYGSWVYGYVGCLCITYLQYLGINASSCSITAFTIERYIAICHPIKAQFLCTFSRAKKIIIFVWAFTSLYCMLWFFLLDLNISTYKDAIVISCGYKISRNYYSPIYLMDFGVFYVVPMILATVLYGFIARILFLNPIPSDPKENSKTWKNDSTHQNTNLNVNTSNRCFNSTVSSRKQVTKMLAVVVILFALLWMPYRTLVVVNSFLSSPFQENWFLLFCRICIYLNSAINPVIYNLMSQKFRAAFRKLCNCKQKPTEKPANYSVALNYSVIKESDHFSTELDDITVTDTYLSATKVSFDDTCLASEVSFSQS
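Enhancer read-out: after compound pinning and an initial kinetic agonist-mode read, an EC20 of TRH (10 nM final) was injected and fluo-8 calcium signal (Ex 480/Em 530) followed at 1 s/cycle for 100 cycles in TRHR-expressing cells.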
D2 potentiator: HTS Assay for Positive Allosteric Modulators of the Human D2 Dopamine Receptor: Primary Screen for Potentiators; D(2) dopamine receptor (Homo sapiens), P14416; HEK293 T-REx D2, calcium flux, EC20 dopamine potentiation; potentiation, % at 10 µM; actives 0.34% (n = 340,000); AID 485347, 2010;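 active = potentiation over 3 SD above the plate norm, cut at about 30% in these data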; also: 0% is about no effect
Target sequence (P14416 whole entry, looked up): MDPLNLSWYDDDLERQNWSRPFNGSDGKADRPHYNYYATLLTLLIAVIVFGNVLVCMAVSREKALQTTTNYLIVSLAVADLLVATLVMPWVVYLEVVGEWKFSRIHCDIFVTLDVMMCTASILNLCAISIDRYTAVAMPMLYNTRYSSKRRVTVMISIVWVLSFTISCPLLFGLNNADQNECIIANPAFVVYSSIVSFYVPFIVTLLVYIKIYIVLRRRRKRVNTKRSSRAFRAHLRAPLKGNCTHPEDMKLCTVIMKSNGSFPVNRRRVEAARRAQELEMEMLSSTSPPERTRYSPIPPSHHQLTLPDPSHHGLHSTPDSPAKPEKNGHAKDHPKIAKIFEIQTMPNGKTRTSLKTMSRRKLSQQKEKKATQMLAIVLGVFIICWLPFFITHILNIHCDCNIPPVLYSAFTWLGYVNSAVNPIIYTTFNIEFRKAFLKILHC
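Calcium flux readout, no-wash dye, 1 read/s. Inducible HEK293 Trex D2 line, overnight 30 C. Compound alone 180 s (agonist flags), then EC20 dopamine, another 180 s to score potentiation.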
RXFP1 antagonist: qHTS Assay for Antagonists of the Relaxin Receptor RXFP1; actives 0.59% (n = 350,000); AID 1259400, 2018; activity change, negative = inhibition, % at 57.5 µM; HEK293-RXFP1, relaxin-stimulated cAMP HTRF, 30 min; stronger effect = lower value; Relaxin receptor 1 (Homo sapiens), Q9HBX9;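 active = activity change of -60% or lower, but not beyond a set lower limit; inconclusive = change between -60% and -40%, or beyond the set limit; inactive = change above -40%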; also: % is scaled to controls: 0 for no effect and ±100 for the full control effect
D1 agonist: Allosteric Agonists of the Human D1 Dopamine Receptor: qHTS | D(1A) dopamine receptor (Homo sapiens), P21728 | HEK293 T-REx D1 cells, calcium flux, agonist mode | activation, % at 2 µM | actives 1% (n = 360,000) | AID 504660, 2011; in the data active = activation above about 30%; also: 0% is about no effect
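Tetracycline-induced HEK293 TREx D1 cells, force-coupled to calcium signalling, were dye-loaded with a no-wash calcium kit. Compound was pin-added after a 10 s baseline. Fluorescence was read kinetically at 1 cycle/s for 180 s, with calcium rises flagged as agonism.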
D2 antagonist: HTS Assay for Allosteric Antagonists of the Human D2 Dopamine Receptor: Primary Screen for Antagonists; D(2) dopamine receptor (Homo sapiens), P14416; HEK293 TREx D2 cells, calcium flux, dopamine EC80; inhibition, % at 10 µM; actives 2% (n = 340,000); AID 485344, 2010; in the data active = inhibition above about 30%; also: 0% is about no effect
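Tetracycline-induced HEK293 T-REx cells expressing D2 force-coupled to calcium signalling were dye-loaded, exposed to compound for 180 s, then challenged with an EC80 of dopamine; calcium flux was followed kinetically for a further 180 s.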
D1 PAM: Potentiators of Human D1 Dopamine Receptor: qHTS; D(1A) dopamine receptor (Homo sapiens), P21728; HEK293 TREx D1 cells, calcium flux, dopamine EC20 potentiation; potentiation, % at 10 µM; actives 0.036% (n = 360,000); AID 504651, 2011; in the data active = potentiation above about 30%; also: 0% is about no effect
D2 ag: HTS Assay for Allosteric Agonists of the Human D2 Dopamine Receptor: Primary Screen for Agonists; D(2) dopamine receptor (Homo sapiens), P14416; HEK293 T-REx D2 cells, calcium flux agonist mode; activation, % at 2 µM; actives 0.53% (n = 340,000);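 active = activation over 3 SD above normal in the single-dose calcium agonist read, cut at about 30% in these data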; also: 0% is about no effect
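Agonism is scored from calcium flux in a force-coupled, inducible HEK293 cell line expressing D2, read kinetically for 180 s after compound addition against dopamine controls.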
D1 antag: Antagonist of Human D 1 Dopamine Receptor: qHTS. D(1A) dopamine receptor (Homo sapiens), P21728. HEK293 TREx D1 cells, calcium flux, dopamine EC80; stronger effect = lower value. activity change, negative = inhibition, % at 10 µM. actives 3.2% (n = 360,000). AID 504652, 2011; in the data active = activity change below about -30%; also: % is scaled to controls: 0 for no effect and ±100 for the full control effect
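Cells carrying a force-coupled, tetracycline-inducible human D1 receptor report calcium flux. Each well gets a 10 s baseline, compound with 180 s monitoring, then an EC80 dopamine stimulus with a second 180 s kinetic read.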
RXFP1 ag: qHTS Assay for Agonists of the Relaxin Receptor RXFP1; Relaxin receptor 1 (Homo sapiens), Q9HBX9; HEK293T-RXFP1 cAMP TR-FRET, 30 min; response scale: percent of porcine relaxin response, buffer zero; Potency, µM (titrated, usually from 57.5 µM), inactives show top-dose activation, hits mostly activators; actives 0.3% (n = 370,000); AID 2676, 2010; active = well fitted activation curve with a large enough effect; inconclusive = small, poorly fitted or top-dose-only effect; also: potency is read from the fitted curve at half-maximal effect; % is scaled to controls: 0 for no effect and ±100 for the full control effect; nearly all actives have a fitted effect of over 60% in size; many of its hits are not listed in these tables
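HEK293T cells stably expressing RXFP1 were pretreated with the PDE4 inhibitor Ro 20174, exposed to compounds for 30 min at 37C, lysed, and cAMP was read by TR-FRET. Data normalized to buffer (basal) and 29 nM porcine relaxin (100%).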
* marks the source's active call; other numbers are inactive results; ? = inconclusive; nt = no result given. Not all compounds are listed; rates above refer to the full screens.

SMILES	TRHR PAM	D2 potentiator	RXFP1 antagonist	D1 agonist	D2 antagonist	D1 PAM	D2 ag	D1 antag	RXFP1 ag
Cc1ccc(OCC(=O)Nc2cccc(C)n2)c(C)c1	-9	-9	3	3	-2	3	0.3	-5	0.0%
N#CCC(=O)N/N=C1\CCCCC1C1CCCCC1 (stereo not drawn)	-10	7	-6	4	-6	-6	0.6	4	0.2%
CCCCn1c(N)c(N(CCOC)C(=O)c2cc3c(s2)CCC(C)C3)c(=O)[nH]c1=O (stereo not drawn)	-1	nt	-30	3	nt	-1	nt	9	0.2%
Cc1ccc(N2CC(c3nc(-c4ccc(Cl)cc4)no3)CC2=O)cc1F (stereo not drawn)	2	-4	-2	7	nt	-6	-0.6	-10	0.2%
Cn1c(=O)c(=O)n(C)c2cc(S(=O)(=O)NCc3ccc(Cl)cc3)ccc21	-2	-2	3	3	-16	-4	-1.3	-6	3.2%
Cc1ccc(NS(=O)(=O)c2ccc3c(c2)n(C)c(=O)n3C)cc1	-3	8	-4	5	-5	-6	0.5	-3	2.6%
CC(C)(C)c1ccc(C(=O)NC(=O)COC(=O)CCS(=O)(=O)c2ccccc2)cc1	4	-2	4	8	6	-4	0.4	-19	0.2%
Cc1ccc(N(C)S(=O)(=O)c2cccc(C(=O)Oc3ccc4c(C)cc(=O)oc4c3)c2)cc1	9	3	-3	2	1	-2	0.3	-20	5.9%
O=C(Nc1ccc(S(=O)(=O)N2CCOCC2)cc1)c1nn(-c2ccc(F)cc2)ccc1=O	-3	-7	7	0	2	-11	0.3	-13	0.6%
COc1ccc(C2=NOC(C(=O)NCCN3CCOCC3)C2)cc1 (stereo not drawn)	9	12	-7	4	-19	6	0.4	-2	0.3%

Fetched one by one from above, four records:
SMILES	TRHR PAM	D2 potentiator	RXFP1 antagonist	D1 agonist	D2 antagonist	D1 PAM	D2 ag	D1 antag	RXFP1 ag
N#CCC(=O)N/N=C1\CCCCC1C1CCCCC1 (stereo not drawn)	-10	7	-6	4	-6	-6	0.6	4	0.2%
Cc1ccc(NS(=O)(=O)c2ccc3c(c2)n(C)c(=O)n3C)cc1	-3	8	-4	5	-5	-6	0.5	-3	2.6%
Cc1ccc(N(C)S(=O)(=O)c2cccc(C(=O)Oc3ccc4c(C)cc(=O)oc4c3)c2)cc1	9	3	-3	2	1	-2	0.3	-20	5.9%
O=C(Nc1ccc(S(=O)(=O)N2CCOCC2)cc1)c1nn(-c2ccc(F)cc2)ccc1=O	-3	-7	7	0	2	-11	0.3	-13	0.6%

(listing goes on)
SMILES	TRHR PAM	D2 potentiator	RXFP1 antagonist	D1 agonist	D2 antagonist	D1 PAM	D2 ag	D1 antag	RXFP1 ag
COc1ccc(Oc2ccc(C(F)(F)F)cc2NC(=O)c2ccc(C)cc2)cc1	8	4	-14	31*	-11	5	3.4	-8	7.9%
CCOc1cc(C(=O)NCCc2csc3nc(-c4ccc(C)cc4)nn23)cc(OCC)c1OCC	10	-4	-5	2	nt	6	-1.1	4	0.4%
Cc1nc2scc(-c3ccccc3)c2c(=O)o1	9	1	1	5	-17	-3	0.0	-12	-0.2%
CC(C)(C)OC(=O)[C@H](Cc1ccccc1)NC(=O)c1nc[nH]c1C(=O)NC1CCN(C(=O)OC(C)(C)C)CC1	-8	0	nt	0	-17	2	0.8	-4	-2.3%
Cc1c(C(=O)/C=C/N(C)C)nnn1-c1ccc(Cl)c(Cl)c1	5	1	-13	1	-3	3	0.2	-21	3.8%
CCOc1ccc2nc(SCC(=O)NC3CCS(=O)(=O)C3)[nH]c2c1 (stereo not drawn)	0	-4	-1	1	-12	-2	-0.1	3	0.2%
COc1ccc(/C=N/N(Cc2ccccc2)c2ccccc2)cc1O	-5	-3	-21	4	-10	1	1.7	11	-0.5%
CC1(C)CC(=O)C2=C(C1)OC(N)=C(C#N)[C@@]21C(=O)N(CC(N)=O)c2ccccc21	-4	-9	6	1	-10	-1	0.0	-1	-0.6%
O=C(Nc1ccc(N2CCOCC2)nc1)c1ccc(F)cc1	-10	2	4	2	8	-7	0.4	-12	-0.1%
CN1CCN(C(=O)C2CCN(c3ncnc4c3nc3n4CCCCC3)CC2)CC1	0	7	-12	1	-2	-3	0.1	4	21%
Cc1ccc(-c2nnc(CCC(=O)NCC3C4CC5CC(C4)CC3C5)o2)s1 (stereo not drawn)	6	-6	7	0	nt	2	nt	1	-2.2%
O=C(NCCc1ccc(C(F)(F)F)cc1)C1CCC(=O)N(CCc2cccc(F)c2)C1 (stereo not drawn)	-10	-10	-9	4	-10	-3	-0.2	-1	-0.9%
Nc1cc(=O)[nH]c(SCC(=O)Nc2ccc(S(=O)(=O)N3CCCCC3)cc2)n1	-2	5	4	1	1	-2	-0.1	-1	0.7%
COCCNC(=S)N/N=C/c1c(C)[nH]c2ccccc12	-2	5	4	-1	-13	-2	-0.1	8	0.1%
CCn1c(=S)[nH]c2nc3c(cc2c1=O)CCCC3	-3	14	15	7	-13	1	nt	0	?
O=C(N/C(=C\c1ccccc1)C(=O)N1CCOCC1)c1cccc(Br)c1	3	-2	-10	2	-9	-2	0.2	11	2.5%
N#CC1=C(N)Oc2cc(O)ccc2C1c1ccc(Br)s1 (stereo not drawn)	5	14	-15	6	14	10	2.0	17	0.3%
Cn1c(=O)c([N+](=O)[O-])c(NC2CCS(=O)(=O)C2)c2ccccc21 (stereo not drawn)	-5	-7	1	0	8	-2	-0.4	10	0.0%
O=C(COc1ccc(NC(=O)c2cccs2)cc1)c1ccc(F)cc1	-4	-7	-24	3	2	-5	-0.2	-28	-0.7%
COc1ccc(C(=O)OCC(=O)NCCN2C(=O)CSC2=O)cc1	12	nt	-7	0	nt	-4	nt	4	3.3%
COC(=O)Nc1nc(Sc2ncc(C(F)(F)F)cc2Cl)n[nH]1	2	-7	-9	0	4	-7	0.2	5	0.3%
O=C(NC1CCCCC1)c1cc([N+](=O)[O-])ccc1N1CCOCC1	0	-1	20	3	-19	-4	0.3	-3	-0.2%
CCC1C(=O)N(c2nc(C)cc(C)n2)N=C1C (stereo not drawn)	-5	2	6	2	27	1	1.1	4	1.0%
CCOC(=O)CSc1nc2c(sc(=S)n2-c2ccc(OCC)cc2)c(=O)[nH]1	-14	-2	-33	-1	18	-12	-0.6	-2	0.1%
O=C(C1CCCN(C2CC(=O)N(c3ccc(F)cc3)C2=O)C1)N1CCCC1 (stereo not drawn)	-1	6	-7	1	5	-6	-1.6	-10	-0.7%
COC(=O)CNC(=O)Cn1cnc2sc(C)c(S(=O)(=O)N3CCN(c4ccccc4OC)CC3)c2c1=O	13	7	-4	3	-18	-5	0.3	-3	0.7%
O=C(C1=C[C@@H](c2ccc(Br)cc2)C[C@@H](OCc2ccc(CO)cc2)O1)N1CCN(Cc2ccccc2)CC1	-9	-1	nt	-3	23	-2	0.1	-7	0.0%
Cc1cc(OCCN2CCC(Cc3ccccc3)CC2)ccc1[N+](=O)[O-]	2	-27	-28	9	-30	-1	0.5	-2	0.4%
C1CCc2c(nc3nnnn3c2N2CCOCC2)C1	1	1	10	0	-9	1	0.7	2	-0.6%
CCOC(=O)c1c(C)oc2nc(C)nc(NCC3CCN(Cc4cc(C)ccc4C)CC3)c12	14	-6	nt	1	nt	-2	1.1	-6	-4.2%
O=C(COC(=O)c1ccc(O)cc1)NC1CCCC1	28	3	-2	3	-14	4	-0.1	0	-1.1%
COc1ccc(-c2nc(CC(=O)Nc3cccc(S(=O)(=O)NC4=NCCC4)c3)cs2)cc1	5	7	5	1	-5	-7	-1.1	5	0.5%
Cn1c(-c2ccc(F)cc2)cnc1SCC(=O)NCc1ccco1	12	1	7	1	-40	14	-0.8	4	2.1%
O=C(NC1(O)C(=O)c2ccccc2C1=O)c1ccccc1	-1	22	nt	3	-2	1	-0.2	1	1.3%
O=C(OCC(=O)N(C1CCCCC1)C1CCCCC1)c1ccc(Cl)nc1	5	-5	-12	5	-22	-4	0.1	16	0.5%
Cc1ccc(-n2cc(CN3CCCN(C=O)CC3)c(-c3ccc(F)cc3)n2)cc1	1	-5	-11	1	3	-2	1.5	8	0.7%
O=C(Nc1ccc(F)cc1)C(c1ccccc1)N1CCN(C(=O)c2ccco2)CC1 (stereo not drawn)	-8	-5	6	2	-7	3	0.0	6	1.1%
O=C(c1ccncc1)N1CCN(S(=O)(=O)c2cccc(Cl)c2)CC1	-1	nt	-2	4	nt	-15	nt	-24	0.7%
COc1cc(C(=O)N2CCCC(c3nc(-c4cccs4)no3)C2)cc(OC)c1OC (stereo not drawn)	-4	4	10	0	-22	-11	1.6	18	1.7%
Cc1cc(NC(=O)n2ncc3c(C)cccc32)ccc1Br	0	-3	0	-1	nt	-2	0.6	5	4.4%
CCOc1ccc(OCC)c(S(=O)(=O)NCCOC23CC4CC(CC(C4)C2)C3)c1	1	9	0	3	10	-4	-0.7	-13	-1.2%
CCOc1ccc(/C=N/NC(=O)c2cc3ccccc3cc2OC)cc1	2	7	0	5	-5	-10	-0.1	-21	5.0%
COc1cccc(-n2cc(C(=O)Nc3cccc(C(F)(F)F)c3)c3ccccc3c2=O)c1	-1	-4	-8	2	nt	-2	0.4	14	-1.0%
CCn1c(=O)c(=O)[nH]c2cc(C(=O)NC3CCCc4ccccc43)ccc21 (stereo not drawn)	6	6	2	-1	-6	-5	-0.6	-2	3.7%
Cc1nc2ccccn2c1C(=O)NC1CCCC1	-2	11	-2	-1	2	-5	0.4	-15	4.9%
Cc1ccccc1CNC(=O)C(=O)NCC(c1ccco1)S(=O)(=O)c1cccs1 (stereo not drawn)	-7	nt	5	7	nt	3	0.7	nt	-0.2%
CC(C)(C)Nc1c2ccccc2nc2ccccc12	1	-1	-15	8	30	-12	0.2	-24	1.7%
COc1ccc(CC(=O)O/N=C(\N)Cc2cccc3ccccc23)cc1OC	0	nt	-9	5	nt	-2	nt	-9	0.6%
C/C(=N\NC(=S)NCCc1ccccc1)c1cccs1	4	nt	16	2	nt	-7	nt	-18	3.0%

Compound activity from PubChem.
